T cruzi intra – intracellular Trypanosoma cruzi inhibition; AID 651903; hit rate 4.9% among 22,000; activity score (inhibition), % at 5.01 µM; intracellular Trypanosoma cruzi in host cells, plate reader; in the data active = activity score above about 55%;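 also: parasites and compound incubated about four days before reading; 0% = median of neutral control wells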
INS-1E ATP HTS – rescue of cytokine-induced death in INS-1E beta cells; AID 488910; INS-1E cytokine-induced death, ATP luminescence, 48 h; normalised: neutral wells 0, positive control 100; hit rate 0.1% among 20,000; protection from cytokine-induced ATP loss, % at 10 µM;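 active = mean replicate protection from cytokine-induced ATP loss at least 50% and at least 75% of replicates each reaching 50%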
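Assay system: INS-1E rat cells / Quantity: 8000 cells per well / Medium: RPMI without phenol red, 5% FBS / Probe or stimulus: three-cytokine cocktail (IFN-γ, TNF-α, IL-1β) / Dosing: one compound concentration, pin transfer / Timing: 48 h co-treatment, 10 min post-lysis read / Technique: CellTiter-Glo luminescence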
Active calls of the source: *; . = not tested or not shown. Outcome played no part in choosing rows; 5.1% or so of the library scored in one or more.

SMILES | T cruzi intra | INS-1E ATP HTS
C[C@H]1CN([C@@H](C)CO)C(=O)c2cccc(NS(=O)(=O)c3ccccc3)c2O[C@H]1CN(C)CC1CC1 | -3 | 0
C[C@@H]1CN([C@H](C)CO)C(=O)c2cc(NC(=O)NC3CCCCC3)ccc2O[C@H]1CN(C)C(=O)Nc1ccc(C(F)(F)F)cc1 | -10 | 5
N#Cc1ccc(/C=N/NC(=O)c2ccc(C(=O)NO)cc2)cc1 | 2 | 10
COc1ccc(S(=O)(=O)Nc2cccc3c2O[C@H](CN(C)Cc2ccc(-c4ccccc4)cc2)[C@H](C)CN([C@@H](C)CO)C3=O)cc1 | 27 | -38
C[C@@H]1CN([C@H](C)CO)C(=O)c2cc(N(C)C)ccc2O[C@H]1CN(C)C(=O)NC1CCCCC1 | -13 | 5
CNC[C@H]1Oc2c(NS(=O)(=O)c3ccc(C)cc3)cccc2C(=O)N([C@H](C)CO)C[C@@H]1C | -13 | 11
C[C@@H]1CN([C@H](C)CO)C(=O)c2cc(NC(=O)Nc3cccc4ccccc34)ccc2O[C@@H]1CN(C)S(=O)(=O)c1ccccc1 | 11 | 5
C[C@@H]1CN([C@H](C)CO)C(=O)Cc2cc(NS(=O)(=O)c3cccs3)ccc2O[C@H]1CN(C)C(=O)Nc1ccccc1 | -27 | -5
COc1ccc(S(=O)(=O)Nc2ccc3c(c2)CC(=O)N([C@@H](C)CO)C[C@@H](C)[C@@H](CN(C)S(C)(=O)=O)O3)cc1 | -7 | 3
C[C@@H]1CN([C@H](C)CO)C(=O)CCCn2cc(nn2)CO[C@@H]1CN(C)Cc1cccc(O)c1 | -14 | .
C[C@H](CO)N1C[C@H](C)[C@H](CN(C)C(=O)Nc2ccc3c(c2)OCO3)Oc2ccc(NC(=O)Nc3ccc(C(F)(F)F)cc3)cc2CC1=O | -30 | -13
Cc1noc(C)c1S(=O)(=O)N(C)C[C@@H]1Oc2ccc(NC(=O)C3CCCCC3)cc2CC(=O)N([C@H](C)CO)C[C@@H]1C | 1 | 4
C[C@H](CO)N1C[C@H](C)[C@@H](CN(C)CC2CCCCC2)Oc2c(NS(=O)(=O)c3cccs3)cccc2C1=O | 44 | 2
C[C@H]1CN([C@@H](C)CO)C(=O)CCCn2cc(nn2)CO[C@@H]1CN(C)C(=O)c1ccccc1 | -13 | .
C[C@@H]1CN([C@H](C)CO)C(=O)c2cc(NS(C)(=O)=O)ccc2O[C@H]1CN(C)Cc1ccc(-c2ccccc2)cc1 | 12 | -2
Cc1ccc(S(=O)(=O)Nc2ccc3c(c2)C(=O)N([C@H](C)CO)C[C@H](C)[C@@H](CN(C)C(=O)NC(C)C)O3)cc1 | 4 | -1
C[C@H](CO)N1C[C@H](C)[C@H](CN(C)C)Oc2ccc(NC(=O)c3ccncc3)cc2CC1=O | -31 | 2
Cc1ccc(S(=O)(=O)Nc2ccc3c(c2)CC(=O)N([C@H](C)CO)C[C@H](C)[C@H](CN(C)S(=O)(=O)c2c(C)noc2C)O3)cc1 | 2 | -1
CCOC(=O)N(C)C[C@H]1OCc2cnnn2CCCC(=O)N([C@@H](C)CO)C[C@H]1C | -37 | .
C[C@@H]1CN([C@@H](C)CO)C(=O)Cc2cc(NC(=O)CCN3CCOCC3)ccc2O[C@@H]1CN(C)S(=O)(=O)c1ccc(Cl)cc1 | 9 | 4
CC(C)NC(=O)Nc1ccc2c(c1)CC(=O)N([C@@H](C)CO)C[C@H](C)[C@@H](CN(C)S(=O)(=O)c1ccc(F)cc1)O2 | -4 | 0
C[C@H](CO)N1C[C@H](C)[C@H](CN(C)Cc2ccc3c(c2)OCO3)Oc2ccc(NS(=O)(=O)c3ccc(F)cc3)cc2CC1=O | 17 | -3
C[C@H]1CN([C@@H](C)CO)C(=O)c2cccc(N(C)C)c2O[C@@H]1CN(C)C(=O)Nc1ccc(F)cc1 | -15 | 2
C[C@H]1CN([C@@H](C)CO)C(=O)Cc2cc(NC(=O)NC3CCCCC3)ccc2O[C@@H]1CN(C)Cc1ccc(Oc2ccccc2)cc1 | 75* | -50
C[C@H](CO)N1C[C@H](C)[C@H](CN(C)CC2CC2)Oc2c(NS(C)(=O)=O)cccc2C1=O | -39 | 8
COc1ccc(S(=O)(=O)Nc2cccc3c2O[C@@H](CN(C)S(=O)(=O)c2c(C)noc2C)[C@@H](C)CN([C@H](C)CO)C3=O)cc1 | 0 | 11
Cc1ccc(S(=O)(=O)N(C)C[C@H]2Oc3c(NC(=O)C4CC4)cccc3C(=O)N([C@@H](C)CO)C[C@@H]2C)cc1 | 1 | 9
Cc1noc(C)c1S(=O)(=O)Nc1cccc2c1O[C@H](CN(C)S(=O)(=O)c1cccs1)[C@H](C)CN([C@@H](C)CO)C2=O | 20 | 9
C[C@H]1CN([C@@H](C)CO)C(=O)Cc2cc(NC(=O)Nc3ccc4c(c3)OCO4)ccc2O[C@@H]1CN(C)S(=O)(=O)c1ccc(F)cc1 | 4 | 6
Cc1noc(C)c1NC(=O)N(C)C[C@@H]1Oc2ccc(NC(=O)Nc3ccc(C(F)(F)F)cc3)cc2C(=O)N([C@@H](C)CO)C[C@@H]1C | -25 | 0
C[C@@H]1CCCCO[C@@H](CN(C)C(=O)CCCN(C)C)[C@@H](C)CN([C@H](C)CO)C(=O)c2cc(NS(=O)(=O)c3ccccc3)ccc2O1 | 0 | 5
C[C@H](CO)N1C[C@H](C)[C@H](CN(C)Cc2ccccc2)Oc2c(NC(=O)C3CCOCC3)cccc2C1=O | -14 | 7
COc1ccc(NC(=O)N(C)C[C@H]2Oc3c(NC(=O)NC(C)C)cccc3C(=O)N([C@H](C)CO)C[C@H]2C)cc1 | -10 | 7
Cc1noc(C)c1S(=O)(=O)N(C)C[C@H]1OCc2cn(nn2)CCCC(=O)N([C@@H](C)CO)C[C@@H]1C | -22 | .
C[C@@H]1CN([C@@H](C)CO)C(=O)c2cc(NC(=O)C3CCCCC3)ccc2O[C@H]1CN(C)C(=O)Nc1ccc(C(F)(F)F)cc1 | -18 | -18
C[C@H](CO)N1C[C@H](C)[C@@H](CN(C)S(=O)(=O)c2cn(C)cn2)Oc2ccc(NS(=O)(=O)c3ccc(F)cc3)cc2C1=O | -5 | 3
C[C@@H]1CN([C@@H](C)CO)C(=O)c2cccc(NC(=O)Nc3ccccc3)c2O[C@H]1CN(C)C(=O)Nc1ccc2c(c1)OCO2 | 14 | 2
C[C@@H]1CN([C@H](C)CO)C(=O)c2cccc(NS(=O)(=O)c3cccs3)c2O[C@@H]1CN(C)C(=O)Nc1ccccc1 | 9 | 5
COc1ccc(S(=O)(=O)N(C)C[C@H]2Oc3ccc(NC(=O)Nc4ccc5c(c4)OCO5)cc3CC(=O)N([C@@H](C)CO)C[C@@H]2C)cc1 | -5 | 12
COc1ccc(NC(=O)Nc2cccc3c2O[C@H](CN(C)C(=O)Nc2ccccc2)[C@H](C)CN([C@@H](C)CO)C3=O)cc1 | -5 | 5

Reformatted: results already given.
| SMILES | T cruzi intra | INS-1E ATP HTS |
| --- | --- | --- |
| C[C@H](CO)N1C[C@H](C)[C@H](CN(C)Cc2ccccc2)Oc2c(NC(=O)C3CCOCC3)cccc2C1=O | -14 | 7 |
| COc1ccc(NC(=O)N(C)C[C@H]2Oc3c(NC(=O)NC(C)C)cccc3C(=O)N([C@H](C)CO)C[C@H]2C)cc1 | -10 | 7 |
| Cc1noc(C)c1S(=O)(=O)N(C)C[C@H]1OCc2cn(nn2)CCCC(=O)N([C@@H](C)CO)C[C@@H]1C | -22 | . |
| C[C@@H]1CN([C@@H](C)CO)C(=O)c2cc(NC(=O)C3CCCCC3)ccc2O[C@H]1CN(C)C(=O)Nc1ccc(C(F)(F)F)cc1 | -18 | -18 |
| C[C@H](CO)N1C[C@H](C)[C@@H](CN(C)S(=O)(=O)c2cn(C)cn2)Oc2ccc(NS(=O)(=O)c3ccc(F)cc3)cc2C1=O | -5 | 3 |
| C[C@@H]1CN([C@@H](C)CO)C(=O)c2cccc(NC(=O)Nc3ccccc3)c2O[C@H]1CN(C)C(=O)Nc1ccc2c(c1)OCO2 | 14 | 2 |
| C[C@@H]1CN([C@H](C)CO)C(=O)c2cccc(NS(=O)(=O)c3cccs3)c2O[C@@H]1CN(C)C(=O)Nc1ccccc1 | 9 | 5 |
| COc1ccc(S(=O)(=O)N(C)C[C@H]2Oc3ccc(NC(=O)Nc4ccc5c(c4)OCO5)cc3CC(=O)N([C@@H](C)CO)C[C@@H]2C)cc1 | -5 | 12 |
| COc1ccc(NC(=O)Nc2cccc3c2O[C@H](CN(C)C(=O)Nc2ccccc2)[C@H](C)CN([C@@H](C)CO)C3=O)cc1 | -5 | 5 |

(next part)
SMILES | T cruzi intra | INS-1E ATP HTS
C[C@H]1CN([C@@H](C)CO)C(=O)CCCn2cc(nn2)CO[C@H]1CN(C)C(=O)Nc1ccccc1 | 10 | .
Cc1noc(C)c1NC(=O)Nc1ccc2c(c1)CC(=O)N([C@@H](C)CO)C[C@@H](C)[C@@H](CN(C)S(=O)(=O)c1ccccc1)O2 | -18 | 27
C[C@H](CO)N1C[C@H](C)[C@H](CN(C)S(C)(=O)=O)Oc2ccc(NC(=O)Nc3ccc(F)cc3)cc2C1=O | 3 | 3
C[C@@H]1CN([C@H](C)CO)C(=O)Cc2cc(NC(=O)CCC(F)(F)F)ccc2O[C@H]1CN(C)Cc1ccccc1 | 4 | 2
Cc1noc(C)c1S(=O)(=O)Nc1ccc2c(c1)C(=O)N([C@H](C)CO)C[C@H](C)[C@@H](CN(C)S(=O)(=O)c1ccc(Cl)cc1)O2 | 1 | .
Cc1noc(C)c1NC(=O)N(C)C[C@@H]1Oc2ccc(NC(=O)NC(C)C)cc2C(=O)N([C@@H](C)CO)C[C@H]1C | -18 | 4
Cc1ccc(S(=O)(=O)Nc2ccc3c(c2)C(=O)N([C@H](C)CO)C[C@H](C)[C@H](CN(C)Cc2ccc(C(F)(F)F)cc2)O3)cc1 | 69* | -18
O=C(NO)c1ccc(C(=O)N/N=C/c2cc(O)ccc2[N+](=O)[O-])cc1 | -4 | 8
C[C@H](CO)N1C[C@H](C)[C@@H](CN(C)Cc2ccc(-c3ccccc3)cc2)Oc2c(NC(=O)Nc3ccccc3)cccc2C1=O | 24 | -7
COc1ccc(NC(=O)Nc2ccc3c(c2)CC(=O)N([C@H](C)CO)C[C@@H](C)[C@@H](CN(C)Cc2ccccc2)O3)cc1 | 15 | -2
C[C@H]1CN([C@@H](C)CO)C(=O)CCCn2cc(nn2)CO[C@@H]1CN(C)C(=O)c1ccc(N2CCN(C)CC2)cc1 | 0 | .
C[C@@H]1CN([C@@H](C)CO)C(=O)c2cc(NS(=O)(=O)c3ccccc3)ccc2O[C@@H]1CN(C)Cc1ccncc1 | -6 | .
C[C@@H]1CN([C@@H](C)CO)C(=O)c2cccc(NS(=O)(=O)c3ccc(Cl)cc3)c2O[C@H]1CN(C)Cc1ccc(Oc2ccccc2)cc1 | 9 | -2
Cc1noc(C)c1NC(=O)Nc1cccc2c1O[C@@H](CN(C)S(=O)(=O)c1cccs1)[C@H](C)CN([C@@H](C)CO)C2=O | -4 | 8
C[C@@H]1CN([C@H](C)CO)C(=O)c2cc(NC(=O)Cn3cnnn3)ccc2O[C@@H]1CN(C)Cc1ccc(C(=O)Nc2ccccc2N)cc1 | 16 | 1
Cc1noc(C)c1NC(=O)Nc1ccc2c(c1)C(=O)N([C@H](C)CO)C[C@@H](C)[C@H](CN(C)C(=O)Nc1ccc(C(F)(F)F)cc1)O2 | -22 | 4
C[C@H]1CN([C@@H](C)CO)C(=O)Cc2cc(NC(=O)CCCN(C)C)ccc2O[C@@H]1CN(C)C(=O)Nc1ccc2c(c1)OCO2 | -11 | -2
C[C@H](CO)N1C[C@H](C)[C@@H](CN(C)Cc2ccc(Cl)c(Cl)c2)Oc2ccc(NC(=O)Nc3ccccc3)cc2C1=O | 12 | -16
C[C@H]1CN([C@@H](C)CO)C(=O)c2cc(NC(=O)C3CC3)ccc2O[C@@H]1CN(C)S(=O)(=O)c1ccc(F)cc1 | 1 | 10
COc1ccc(S(=O)(=O)N(C)C[C@H]2Oc3ccc(NS(=O)(=O)c4ccc(Cl)cc4)cc3CC(=O)N([C@@H](C)CO)C[C@H]2C)cc1 | 62* | -6
COc1ccc(NC(=O)N(C)C[C@H]2Oc3ccc(NC(=O)Nc4ccccc4)cc3C(=O)N([C@@H](C)CO)C[C@H]2C)cc1 | -24 | -2
C[C@@H]1CN([C@@H](C)CO)C(=O)c2cccc(NS(=O)(=O)c3cn(C)cn3)c2O[C@@H]1CN(C)Cc1ccc(Cl)c(Cl)c1 | 2 | 3
CCn1c2ccccc2c2cc(/C=N/NC(=O)CCCCCCC(=O)Nc3ccccc3O)ccc21 | 16 | -12
COc1ccc(/C=N/NC(=O)c2ccccc2O)cc1O | -2 | -5
C[C@@H]1CN([C@@H](C)CO)C(=O)c2cc(NS(C)(=O)=O)ccc2O[C@@H]1CN(C)C(=O)Nc1ccccc1 | 6 | -5
Cc1ccc(S(=O)(=O)N(C)C[C@H]2Oc3ccc(NC(=O)c4ccncc4)cc3CC(=O)N([C@H](C)CO)C[C@H]2C)cc1 | -11 | 3
C[C@@H]1CN([C@@H](C)CO)C(=O)c2cc(NC(=O)C3CC3)ccc2O[C@@H]1CN(C)S(=O)(=O)c1cn(C)cn1 | -14 | 2
C[C@H](CO)N1C[C@H](C)[C@H](CN(C)S(=O)(=O)c2ccccc2)Oc2ccc(NC(=O)Nc3cccc4ccccc34)cc2CC1=O | 12 | 3
C[C@H]1CN([C@@H](C)CO)C(=O)Cc2cc(NC(=O)CCN3CCOCC3)ccc2O[C@@H]1CN(C)Cc1ccc(-c2ccccc2)cc1 | 24 | -4

High-throughput results (PubChem)
